Screening data deposited in PubChem BioAssay by several laboratories.
Mtb RmlCD inh: M. tuberculosis RmlC/RmlD coupled enzyme inhibitors, primary screen, biochemical, compound mixtures, 384-well, from 1536-well plates | inhibition, % at 3.6 µM | AID 1533, 2009 | actives 0.03% (n = 160,000) | RmlC+RmlD coupled enzyme assay, percent inhibition; primary screen in compound mixtures; in the data active means inhibition mostly above about 34%, no sharp cut-off; further: some results filed as inactive read as strong as hits
Target sequence (P9WH09 whole entry, looked up): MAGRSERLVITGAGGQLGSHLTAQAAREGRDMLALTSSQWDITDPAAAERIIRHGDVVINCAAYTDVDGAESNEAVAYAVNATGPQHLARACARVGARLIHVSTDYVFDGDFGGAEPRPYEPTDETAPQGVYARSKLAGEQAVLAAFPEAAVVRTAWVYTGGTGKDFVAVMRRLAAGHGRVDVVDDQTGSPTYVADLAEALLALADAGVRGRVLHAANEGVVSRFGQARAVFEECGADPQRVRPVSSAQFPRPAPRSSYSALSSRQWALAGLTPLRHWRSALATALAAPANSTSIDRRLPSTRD
Target sequence (P9WH11 whole entry, looked up): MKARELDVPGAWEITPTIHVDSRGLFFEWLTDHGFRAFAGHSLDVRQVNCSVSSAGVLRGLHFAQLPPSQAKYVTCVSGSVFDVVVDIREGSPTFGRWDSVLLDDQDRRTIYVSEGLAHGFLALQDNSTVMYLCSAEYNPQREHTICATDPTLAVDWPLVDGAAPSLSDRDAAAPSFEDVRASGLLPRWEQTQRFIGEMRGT
GlmU inhibition: inhibition of mycobacterial GlmU enzyme – biochemical, glucosamine-1-phosphate acetyltransferase (AID 1376); Bifunctional protein GlmU (Mycobacterium tuberculosis (strain ATCC 25618 / H37Rv)); M. tuberculosis GlmU acetyltransferase enzyme assay; higher % means a stronger effect; inhibition, %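 (tested at 30 µM in the primary screen)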; hits with a dose series show IC50 in µM; actives 0.25% (n = 220,000); in the data active means inhibition above about 13%;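 further: 0% = complete reaction with vehicle and 100% = reaction without substrate; strong numbers were not always called active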
* hit, by the source's call; x = no result given.

cpd	SMILES	Mtb RmlCD inh	GlmU inhibition
1	CCOc1ccc(-c2nc(N)ncc2Oc2ccc(OC)cc2)c(O)c1	-7	-0.7%
2	Cc1ccc2cc(CN(C(=O)c3ccncc3)C(C)C)c(=O)[nH]c2c1	-4	-4.7%
3	COc1ccc(Cc2nnc(NC(=O)Cn3cnc4c3c(=O)n(C)c(=O)n4C)s2)cc1	x	1.8%
4	CCC(=O)NNc1cc(=O)c2c(=O)n(C)c(=O)n(C)c2[nH]1	x	-0.6%
5	COc1ccc(OC(C)C(=O)N2CCOCC2)cc1 (stereo unspecified)	-4	6.3%
6	O=C1c2ccccc2C(Nc2ccc(-c3nc4ccccc4[nH]3)cc2)N1Cc1ccco1 (stereo unspecified)	-8	-8.4%
7	CCCCNC(=O)Nc1ccc(C(O)(C(=O)OCC)C(F)(F)F)cc1 (stereo unspecified)	x	4.1%
8	CCCC(=O)Nc1ccccc1-c1nnn(CC(=O)Nc2ccc(OCC)cc2)n1	6	-4.2%
9	CCOC(=O)CCCNC(=O)CSc1nc2ccc(OCC)cc2[nH]1	3	1.2%
10	N#Cc1nc(-c2cccs2)oc1N1CCN(c2ccccc2)CC1	-2	2.2%
11	Cc1ccc2[nH]c(=O)c(CN(Cc3cccs3)C(=S)NCC3CCCO3)cc2c1 (stereo unspecified)	3	-1.1%
12	CN(Cc1ccccc1)C(=O)Cn1c(=O)oc2cc(S(=O)(=O)N3CCCC3)ccc21	9	0.9%
13	O=C(COc1ccc(Cl)cc1)Nc1ccc2oc(-c3ccncc3)nc2c1	50	-1.9%
14	COC(=O)Cc1ccc(NC(=O)c2ccc(Br)o2)cc1	-7	-6.7%
15	O=C(/C=C/c1ccccc1)N1CCC(Cc2ccccc2)CC1	4	x
16	CC1(C)CC(=O)c2sc(NC(=O)CCS(=O)(=O)c3ccccc3)nc2C1	9	1.0%
17	CC(=O)c1cccc(N/C=C\c2nnnn2-c2ccc(F)cc2)c1	6	1.6%
18	COc1ccc(C)cc1NC(=O)COC(=O)c1ccc(OCc2ccc(Cl)cc2Cl)c(OC)c1	16	-7.5%
19	CCCn1nc2cc(C(=O)NCc3ccc(OC(F)(F)F)cc3)ccc2c1OCC	x	5.3%
20	CN(C)c1cc(N)c2c(n1)CCC2 (tested in a mixture with another compound)	x	-2.7%
21	O=C(CCn1c(=S)[nH]c2ccccc2c1=O)NCCc1ccc(Cl)cc1	0	6.7%
22	CC(=O)NNC(=O)CCC(=O)Nc1ccccc1	x	-0.9%
23	O=C1C2C3C=CC(C3)C2C(=O)N1CCc1ccccc1 (stereo unspecified)	102	-2.5%
24	CC(=O)Nc1ccc(OS(=O)(=O)c2ccc(C)cc2C)cc1	9	1.7%
25	Cc1cc(N2CCCC2)nc2ccc(NC(=S)NCCCOC(C)C)cc12	6	3.8%
26	CN(C)/C=N/C(=S)Nc1ccc(F)cc1	9	-1.7%
27	CC(C)(C)C(=O)Oc1cc(N)n(S(=O)(=O)c2ccccc2)n1	13	x
28	CCOC(=O)c1c(NC(=O)c2ccoc2C)sc(C(=O)N(C)C)c1C	-10	-1.4%
29	CCCCOCC1CC(CC#CCN2CCCCC2)C(=O)O1 (stereo unspecified)	-2	-2.7%
30	COc1ccc(NC(=O)Cc2c(F)cccc2Cl)c(OC)c1	12	-7.5%

Record cards (already shown). Values in the order: Mtb RmlCD inh	GlmU inhibition
Record of CCOc1ccc(-c2nc(N)ncc2Oc2ccc(OC)cc2)c(O)c1 : -7	-0.7%
Record of CN(Cc1ccccc1)C(=O)Cn1c(=O)oc2cc(S(=O)(=O)N3CCCC3)ccc21 : 9	0.9%

The listing continues:
cpd	SMILES	Mtb RmlCD inh	GlmU inhibition
31	Cc1ccc(SCCC(=O)N/N=C/c2ccccc2O)cc1	-8	3.7%
32	CC(C)(C)NS(=O)(=O)CC12CCC(CC1=O)C2(C)C (stereo unspecified)	7	-0.2%
33	Cc1cccc(NC(=O)N2CCC(c3nc4ccccc4o3)CC2)c1	13	4.8%
34	O=c1[nH]c(=S)[nH]c(O)c1N=Nc1ccc(SC(F)F)cc1	13	3.6%
35	O=C(c1cnccn1)N1CCc2c([nH]c3ccccc23)C1c1cccc(Cl)c1 (stereo unspecified)	8	1.4%
36	O=S(=O)(NCCSc1nc2ccccc2o1)c1ccccc1	-11	2.4%
37	CO/N=C/C=C1/N(C)c2ccccc2C1(C)C	1	1.1%
38	c1ccc(CNc2c3c(nc4ncnn24)CCCC3)nc1	-2	-0.8%
39	CCOc1ccc2nc(Cl)c(C3CC(c4ccccc4)=NN3C(=O)c3cccs3)cc2c1 (stereo unspecified)	-11	0.7%
40	O=C1NC(=O)C(CC(=O)N(c2ccccc2)C2(C(=O)NC3CCCC3)CCCCC2)N1 (stereo unspecified)	7	1.9%
41	O=C(C#Cc1ccccc1)c1ccc([N+](=O)[O-])cc1	6	x
42	O=C1CC2OCC=C3CN4CCC56c7cc([N+](=O)[O-])ccc7N1C5C2C3CC46 (stereo unspecified)	-5	1.6%
43	CC1(C)CC(=O)C2=C(C1)OC(N)=C(C#N)C2C#Cc1ccccc1 (stereo unspecified)	-7	1.4%
44	NC(=O)CNc1n[nH]c(=S)[nH]c1=O	x	2.1%
45	CCCCn1c(=NC(=O)c2ccc3c(c2)OCO3)c(C#N)cc2c(=O)n3cccc(C)c3nc21	x	-2.6%
46	Cc1nn(Cc2ccc(Cl)cc2)c(C)c1NC(=O)/C=C/c1cnn(C)c1	-12	2.8%
47	C/C(=N\NS(=O)(=O)c1ccc(C)cc1)c1ccc(Br)s1	4	0.3%
48	O=C(CSc1nnc(Cc2cccs2)n1CCc1ccccc1)N1CCCc2ccccc21	12	0.6%
49	Cc1ccccc1Cn1c([N+](=O)[O-])cnc1C	-4	-2.8%
50	COc1ccc(NC(=O)N2CCC(Cc3ccccc3)CC2)cc1	-12	8.3%
51	CC(C)=CCc1c(O)c(CC=C(C)C)c2c(c1O)C(=O)CC(c1ccc(O)cc1)O2 (stereo unspecified)	-7	2.1%
52	C=CCN1CCN(C(c2ccccc2OC)c2nnnn2C(C)(C)C)CC1 (stereo unspecified)	-1	3.0%
53	COc1ccc(S(=O)(=O)N(C)c2ccc(C(=O)NC3CCCC3)cc2)cc1	-41	5.2%
54	CCC(=O)Nc1cccc(NC(=O)c2ccc3c(c2)OCCO3)c1	-2	-2.4%
55	O=C(NCc1cccs1)c1cc2c(s1)CS(=O)(=O)C2	7	2.2%
56	O=C(c1ccc(Cl)c(S(=O)(=O)N2CCc3ccccc3C2)c1)N1CCN(c2ccccc2)CC1	-11	-6.0%
57	CC1(C)OC(=O)C(=NNc2ccccc2[N+](=O)[O-])C(=O)O1	3	-1.0%
58	COc1ccc(CNC(=O)C(C)OC(=O)C23CC4CC(CC(O)(C4)C2)C3)cc1 (stereo unspecified)	x	5.8%
59	COc1cccc(/C=C/C(=O)Nc2ccc3c(c2)OCCO3)c1	43	-0.3%
60	Cc1cccc(/N=C/c2nc(-c3ccccc3Br)oc2O)n1	0	-5.9%
61	Cc1ccc(-c2nc(CN(Cc3cnn(C)c3)C(C)C)c(C)o2)o1	-1	3.2%
62	CC(=O)Nc1cccc(-c2nnc(SCC(=O)N3CCCCC3)n2C)c1	x	-0.4%
63	CCn1c(SCC(=O)c2ccc(C)cc2)nnc1-c1ccncc1	8	0.4%
64	CCOC(=O)c1cc(-c2cc(OC)c(OC)c(OC)c2)nc2c1c(=O)[nH]c(=O)n2Cc1ccccc1	3	1.5%
65	COCCn1c(C)cc(C(=O)CSc2nc3ccccc3s2)c1C	3	-1.9%
66	O=C(Nc1nnc(-c2ccc(Cl)cc2)o1)c1ccccc1Br	5	-1.1%
67	CCCOc1ccc(N2C(=O)CC(N3CCN(S(=O)(=O)c4ccccc4)CC3)C2=O)cc1 (stereo unspecified)	-2	-0.4%
68	Fc1ccc2[nH]c3c(N4CCSCC4)ncnc3c2c1	8	-3.8%
69	NNC(=O)COc1ncn(-c2ccccc2)n1	5	0.1%
70	O=C(NC1CC2CCC(C1)N2Cc1nnnn1Cc1ccco1)NC12CC3CC(CC(C3)C1)C2 (stereo unspecified)	6	-1.3%
71	COC(=O)c1ccc(CSc2ccc3nnc(-c4ccccn4)n3n2)o1	9	-0.4%
72	O=C(CCN1CCCCC1)c1ccc2c(c1)OCCO2	-2	1.4%
73	NC(=O)N1OCC2COc3ccc4ccccc4c3C21 (stereo unspecified)	x	-0.1%
74	Cn1c(=O)c2c(SCC(=O)NCC3CCCO3)nc(-c3cccs3)nc2n(C)c1=O (stereo unspecified)	x	-6.1%
75	COCCNC(=O)CS(=O)Cc1nc(-c2ccccc2C)oc1C (stereo unspecified)	-6	-4.8%
76	CCOc1ccc(C(=O)Nc2ccccc2C(=O)O)cc1	7	-0.8%
77	CC1CN(c2nc(-c3ccccc3)nnc2-c2ccccc2)CC(C)O1 (stereo unspecified)	5	-0.8%
78	COc1ccc(N2C(=O)C3CCCN3C2c2ccc(C)o2)cc1 (stereo unspecified)	-7	-0.2%
79	O=C(CSc1nnc(-c2ccc(O)cc2)n1Cc1ccccc1)NNC(=O)c1ccc(Br)cc1	15	8.2%
80	CCOc1ccc(/C=N/NC(=O)C(C)N(c2ccc(OC)cc2)S(C)(=O)=O)cc1 (stereo unspecified)	3	5.4%
81	CCCc1ccc(C(=O)Cn2nc(C(=O)O)c3ccccc3c2=O)cc1	-18	-1.7%
82	O=C1[C@@H]2C(c3cccnc3)=NO[C@@H]2C(=O)N1c1ccc(Br)cc1	7	1.7%
83	CC(C)Oc1ccc(C(CC(=O)O)c2ccc(F)cc2)cc1 (stereo unspecified)	0	1.0%
84	COc1ccc(OC)c(NC(=O)C(=O)/C=C(\O)c2cc(OC)ccc2OC)c1	x	-1.4%
85	COc1ccc2nc(NC(=O)CSC3=NCCS3)sc2c1	15	1.4%
86	O=C(CCCN1C(=O)/C(=C\c2ccccc2)SC1=S)Nc1ccccc1O	1	2.8%
87	NC(=NC(=O)c1cccc(C(F)(F)F)c1)c1ccc(C(F)(F)F)cn1	8	-1.5%
88	Nc1cc(Cl)ccc1C(=O)OCC(=O)N1CCOCC1	-7	4.6%
89	O=C(NCc1ccccc1Cl)c1cccc(NC(=O)c2ccccc2)c1	21	-3.4%
90	COc1ccc(N2CCN(Cc3nc4c(c(=O)[nH]c(=O)n4C)n3Cc3cccc(Cl)c3)CC2)cc1	x	2.0%

Going on with the list:
cpd	SMILES	Mtb RmlCD inh	GlmU inhibition
91	CCOC(=O)C(C)n1nc(/C=C/c2ccccc2)ccc1=O (stereo unspecified)	x	-1.4%
92	O=c1cc(NCCCO)c2ccccc2o1	x	0.3%
93	O=C(NC1CCCCCC1)c1ccc[nH]c1=S	-11	1.5%
94	CC(=O)Nc1ccc(S(=O)(=O)NC2(C(F)(F)F)C(=O)Nc3c2c(=O)[nH]c(=O)n3Cc2cccnc2)cc1 (stereo unspecified)	x	-0.5%
95	Cc1ccc(C(=O)C(NC(=O)c2ccco2)Nc2sc3c(c2C(N)=O)CCCC3)cc1 (stereo unspecified)	x	-0.9%
96	Cc1ccc(S(=O)(=O)N(C)c2c(C)ccc(S(=O)(=O)Nc3ccncc3)c2C)cc1	-4	2.0%
97	Fc1cccc(CSc2ncnc3c2oc2ccccc23)c1	-8	-2.2%
98	CCOC(=O)C(CCCCCOc1ccc([N+](=O)[O-])cc1)C(=O)OCC	x	-0.8%
99	CCOC(=O)C=Nc1c(N)n(C)c(=O)n(C)c1=O	-5	1.1%
100	O=C(Cn1nnc(-c2ccccc2)n1)NCc1ccco1	6	-3.6%
101	Cc1nc2ccc(S(=O)(=O)NC(CC(C)C)C(=O)O)cc2s1 (stereo unspecified)	6	0.3%
102	CN1CCN(CCOc2ccc(Cl)c(Cl)c2)CC1	5	-3.6%
103	COc1ccc(C2CC(=O)C(C(c3ccc(O)cc3)C3C(=O)CC(c4ccc(OC)cc4)CC3=O)C(=O)C2)cc1 (stereo unspecified)	16	-6.5%
104	Cc1ccc(S(=O)(=O)CC(O)CN2CCCC2=O)cc1 (stereo unspecified)	0	-2.3%
105	CSc1nnc(C)c(=O)n1COC(=O)COc1ccc2ccccc2c1	4	1.1%
106	C/C(CC(=O)Nc1cccc(Cl)c1C)=N\NC(=O)C(=O)NCC(C)C	x	7.5%

Gathered by group, the compounds so far with fluorine (11)
cpd	SMILES	Mtb RmlCD inh	GlmU inhibition
7	CCCCNC(=O)Nc1ccc(C(O)(C(=O)OCC)C(F)(F)F)cc1 (stereo unspecified)	x	4.1%
17	CC(=O)c1cccc(N/C=C\c2nnnn2-c2ccc(F)cc2)c1	6	1.6%
19	CCCn1nc2cc(C(=O)NCc3ccc(OC(F)(F)F)cc3)ccc2c1OCC	x	5.3%
26	CN(C)/C=N/C(=S)Nc1ccc(F)cc1	9	-1.7%
30	COc1ccc(NC(=O)Cc2c(F)cccc2Cl)c(OC)c1	12	-7.5%
34	O=c1[nH]c(=S)[nH]c(O)c1N=Nc1ccc(SC(F)F)cc1	13	3.6%
68	Fc1ccc2[nH]c3c(N4CCSCC4)ncnc3c2c1	8	-3.8%
83	CC(C)Oc1ccc(C(CC(=O)O)c2ccc(F)cc2)cc1 (stereo unspecified)	0	1.0%
87	NC(=NC(=O)c1cccc(C(F)(F)F)c1)c1ccc(C(F)(F)F)cn1	8	-1.5%
94	CC(=O)Nc1ccc(S(=O)(=O)NC2(C(F)(F)F)C(=O)Nc3c2c(=O)[nH]c(=O)n3Cc2cccnc2)cc1 (stereo unspecified)	x	-0.5%
97	Fc1cccc(CSc2ncnc3c2oc2ccccc23)c1	-8	-2.2%

Some of the compounds tested; the hit share may differ from the screen's.
